Screening data as filed in PubChem.
BoNT F protease: BoNT/F light chain protease inhibitors, primary screen, biochemical, flow cytometry, MLPCN library; Multiplex microsphere protease cleavage assay; inhibition, % at 10 µM; 360,000 compounds, 0.22% hits; AID 588497, 2011; in the data active = inhibition above about 35%, passing the limit was not always enough; inconclusive = no clear call, values can overlap the other calls; note: plate controls were buffer without enzyme for full effect and enzyme alone for no effect
Mtb UGM inh: M. tuberculosis UGM enzyme inhibitors, primary screen, biochemical, fluorescence polarization, single point | inhibition, % at 10 µM | UDP-galactopyranose mutase (Mycobacterium tuberculosis (strain ATCC 25618 / H37Rv)), … | 320,000 compounds, 0.06% hits | AID 504406, 2011 | purified UGM, fluorescence polarization probe displacement; in the data active = inhibition above about 10%, passing the limit was not always enough; inconclusive = no clear call, values can overlap the other calls
Target sequence (P9WIQ1 whole entry, looked up): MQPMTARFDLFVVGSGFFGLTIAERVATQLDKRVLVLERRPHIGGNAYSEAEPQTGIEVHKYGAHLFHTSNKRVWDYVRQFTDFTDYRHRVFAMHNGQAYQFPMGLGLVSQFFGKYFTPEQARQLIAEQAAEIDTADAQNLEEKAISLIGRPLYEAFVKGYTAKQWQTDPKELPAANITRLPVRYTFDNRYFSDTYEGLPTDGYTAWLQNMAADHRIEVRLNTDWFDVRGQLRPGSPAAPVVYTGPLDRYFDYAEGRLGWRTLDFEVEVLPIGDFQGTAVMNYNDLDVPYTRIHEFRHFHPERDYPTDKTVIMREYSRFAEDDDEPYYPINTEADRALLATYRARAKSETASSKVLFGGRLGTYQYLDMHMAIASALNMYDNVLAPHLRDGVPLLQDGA
BioA inh: M. tuberculosis BioA enzyme inhibitors, primary screen, biochemical, plate reader, single point, HTS; inhibition, % at 9.99 µM; purified M. tuberculosis BioA enzyme; AID 602481, 2012; 7,8-diaminopelargonic acid synthase BioA (Mycobacterium tuberculosis); 360,000 compounds, 0.096% hits; in the data active = inhibition above about 40%; inconclusive = no clear call, values can overlap the other calls
GDH-TPI counter: GDH-TPI coupling enzyme inhibitors, primary screen, artefact control for M. tuberculosis FBA inhibitor project, biochemical, absorbance, full deck | 360,000 compounds, 1.2% hits | GDH-TPI coupled enzyme counterscreen, NADH absorbance | inhibition, % at 4.8 µM;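 note: 0% = DMSO wells and 100% = wells lacking the enzyme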
FadD28 FP inh: inhibitors of FadD28 bisubstrate probe binding, primary screen, biochemical, fluorescence polarization, single point; AID 588549, 2011; inhibition, % at 12.5 µM; Mycobacterium tuberculosis FadD28 fatty-acid-AMP ligase; 360,000 compounds, 0.22% hits; in the data active = inhibition above about 8.5%, passing the limit was not always enough; inconclusive = no clear call, values can overlap the other calls
Mtb FBA inh: Mtb FBA enzyme inhibitors, primary screen, biochemical, fluorescence, strain H37Rv. inhibition, % at 1 µM. 360,000 compounds, 2.3% hits. Fructose-bisphosphate aldolase (Mycobacterium tuberculosis (strain ATCC 25618 / H37Rv)), …. purified M. tuberculosis FBA, fluorescence read-out; in the data active = inhibition above about 27%;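 note: 0% = vehicle and 100% = reference inhibitor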
Target sequence (P9WQA3 whole entry, looked up): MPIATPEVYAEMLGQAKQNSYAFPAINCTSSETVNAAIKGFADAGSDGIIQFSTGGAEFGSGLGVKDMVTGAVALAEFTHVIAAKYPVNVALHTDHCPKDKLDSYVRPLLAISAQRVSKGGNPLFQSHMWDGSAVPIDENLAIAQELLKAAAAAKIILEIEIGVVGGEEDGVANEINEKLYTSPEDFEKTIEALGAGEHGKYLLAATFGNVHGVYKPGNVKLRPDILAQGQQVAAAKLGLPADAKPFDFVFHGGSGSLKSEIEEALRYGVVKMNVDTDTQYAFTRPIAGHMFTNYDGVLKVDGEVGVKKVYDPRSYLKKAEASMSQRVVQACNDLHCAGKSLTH
BoNT A protease: BoNT/A light chain protease inhibitors, primary screen, biochemical, flow cytometry, MLPCN library | Botulinum neurotoxin type A light chain protease (Clostridium botulinum A str. ATCC 3502) | multiplex microsphere protease substrate cleavage | inhibition, % at 10 µM | 360,000 compounds, 0.17% hits | AID 588499, 2011; in the data active = inhibition above about 30%; inconclusive = no clear call, values can overlap the other calls; note: plate controls were buffer without enzyme for full effect and enzyme alone for no effect
CCHFV vOTU inh: CCHFV vOTU protease inhibitors, primary screen, biochemical, Pep-AMC substrate, fluorescence; AID 651958, 2012; 370,000 compounds, 0.55% hits; inhibition, % at 11.5 µM; Crimean-Congo hemorrhagic fever virus L polyprotein viral ovarian tumor (vOTU) protease …; note: 0% = vehicle wells with enzyme and 100% = no enzyme wells
PrPC TRFRET: inhibitors of human cell surface prion protein PrPC, primary screen, cell-based, TR-FRET | TR-FRET read-out | inhibition, % at 13.8 µM | 370,000 compounds, 0.43% hits | AID 720596, 2013; in the data active = inhibition above about 24%; note: 0% = median of the test wells and 100% = reference compound wells
* = called active by the depositor; ? = inconclusive; . = not tested or not shown; & = joins results of further samples. Cut-off read from the data, not from the text of the source, unless noted: active = inhibition above about 30%; inactive = the rest.

SMILES | BoNT F protease | Mtb UGM inh | BioA inh | GDH-TPI counter | FadD28 FP inh | Mtb FBA inh | BoNT A protease | CCHFV vOTU inh | PrPC TRFRET
Cc1cc(C(=O)NN=C(CCC(=O)O)c2cccs2)c(C)o1 | . | -2.6 | 0.6 | 9 | -0.5 | -1 | . | -6 | -5
COc1cccc(NC(=S)N(CCCN2CCCC2)Cc2ccco2)c1 | -2 | 0.1 | . | -4 | -2.9 | 3 | 0.3 | 10 | -7
COc1ccc(CCNC(=O)C2(C)CCC(=O)N2Cc2ccc(F)cc2Cl)cc1OC (configuration not stated) | -29 | 1.2 | -2.0 | 2 | -1.5 | 4 | -0.2 | 13 | -6
NC(=O)NNC(=S)Nc1cccc2ccccc12 | 2 | 1.4 | . | -6 | -0.5 | 0 | -0.3 | -24 | -5
COC(CNC(=O)C(=O)Nc1ccc2c(c1)N(S(=O)(=O)c1cccs1)CCC2)OC | 0 | -5.4 | -0.7 | -5 | -3.6 | 0 | 4.2 | -8 | 0
Cn1cc(CCC(=O)N2CCCC(Nc3ccc(F)cc3)C2)cn1 (configuration not stated) | 7 | 1.5 | 2.9 | 4 | 0.3 | -1 | 1.0 | -1 | 5
O=C(CCN1C(=O)c2ccccc2S1(=O)=O)N1CCN(c2cccc(Cl)c2)CC1 | -10 | -0.4 | 2.7 | 3 | -2.0 | -1 | -3.8 | -4 | 7
C#CCOCCOCCOCCNc1nc(N2CCN(C(=O)[C@H](CCCCN)n3cc([C@@H](N)C(C)CC)nn3)CC2)nc(N2CCN(C(=O)[C@H](Cc3ccc(O)cc3)n3cc([C@@H](N)CC(C)C)nn3)CC2)n1 (some centres not stated) | -19 | -1.7 | 1.8 | 7 | -0.4 | 6 | 0.0 | -1 | -2
COc1ccc(NC(=O)C[C@H]2C(=O)N(c3ccc(Br)cc3)C[C@@H]2C)cc1 | 3 | . | 0.1 | -5 | -3.1 | -2 | -0.2 | -4 | -4
O=C(CNS(=O)(=O)c1ccc(F)cc1)N1CCCC1 | ? | 4.1 | -1.0 | 5 | 0.8 | 1 | 5.0 | -8 | 3
COCCCN1C(=O)C(=O)/C(=C(/O)c2ccc(S(=O)(=O)N3CCCCC3)cc2)C1c1ccc(OC)cc1 (configuration not stated) | 1 | 1.2 | 0.9 | 4 | -0.6 | 1 | -0.1 | 3 | 6
Cc1[nH]c2ccccc2c1C(=O)CSc1ccccn1 | -2 | -2.7 | -3.9 | 7 | -3.0 | 3 | 0.6 | 17 | 6
COc1cccc(/C=N/Nc2nc(-c3cccnc3)nc3ccccc23)c1 | ? | -2.1 | . | 24 | -7.2 | 2 | ? | 11 | -3
CCC1CCCCN1C(=O)c1noc(C(C)C)c1[N+](=O)[O-] (configuration not stated) | -16 | . | . | 1 | -1.1 | 0 | -1.1 | -5 | -2
Cc1cccc(NC(=O)CSc2nnc(CSc3nc(C)cc(C)n3)n2Cc2ccco2)c1 | -9 | 3.0 | 2.6 | 5 | 1.1 | -2 | -1.8 | 5 | 2
COc1ccc2nc(NC(=O)c3ccc([N+](=O)[O-])o3)sc2c1 | -22 | 1.4 | 1.1 | 12 | -2.3 | -9 | 2.5 | -2 | 0
Cc1c(Br)c([N+](=O)[O-])nn1CC(=O)Nc1ccc2nc3n(c(=O)c2c1)CCCC3 | 13 | 1.1 | 3.6 | 4 | -3.6 | 2 | 12 | 2 | 1
COc1ccc(-c2csc(C(C)(NC(C)=O)c3ccc(OC)cc3)n2)cc1 (configuration not stated) | -5 | . | 9.6 | 4 | -1.3 | -3 | -0.3 | -6 | 7
CCOC(=O)c1ccccc1-n1nnnc1C | 2 | 1.1 | . | 3 | -0.1 | 2 | -0.4 | 9 | 7
Nc1ccn([C@@H]2O[C@H](CNC(=O)[C@@H](Cc3cccnc3)NC=O)[C@@H](O)[C@H]2O)c(=O)n1 | -5 | . | -0.6 | 5 | -3.6 | 0 | -0.3 | -1 | -1
O=C(Nc1nnc(-c2ccc3c(c2)OCCO3)o1)C1CCCCC1 | -3 | -0.1 | . | 16 | -1.2 | -1 | 1.0 | -14 | -1
CSCCC(/C(O)=C(\C#N)c1nc2ccccc2[nH]1)N1C(=O)c2ccccc2C1=O (configuration not stated) | -11 | 2.8 | 0.5 | 12 | -6.7 | -4 | -0.2 | 0 | 4
O=C(N/N=C\c1cn[nH]c1-c1ccccc1)c1cccs1 | -9 | -1.7 | . | 20 | -3.0 | -1 | 0.2 | 10 | 0
O=C1CC[C@@H]2CC(N3CCN(c4ccccc4)CC3)C[C@@H]3CCN1[C@H]23 (some centres not stated) | -7 | . | -1.1 | 3 | -0.6 | 0 | -0.5 | -5 | -2
CS(=O)(=O)N(CC(=O)NC1CCCC1)Cc1ccc(F)cc1 | -3 | 3.0 | 0.9 | -3 | -1.1 | 2 | -0.6 | 8 | 8

Structural class: those above with a furan ring, fused or not.
SMILES | BoNT F protease | Mtb UGM inh | BioA inh | GDH-TPI counter | FadD28 FP inh | Mtb FBA inh | BoNT A protease | CCHFV vOTU inh | PrPC TRFRET
Cc1cc(C(=O)NN=C(CCC(=O)O)c2cccs2)c(C)o1 | . | -2.6 | 0.6 | 9 | -0.5 | -1 | . | -6 | -5
COc1cccc(NC(=S)N(CCCN2CCCC2)Cc2ccco2)c1 | -2 | 0.1 | . | -4 | -2.9 | 3 | 0.3 | 10 | -7
Cc1cccc(NC(=O)CSc2nnc(CSc3nc(C)cc(C)n3)n2Cc2ccco2)c1 | -9 | 3.0 | 2.6 | 5 | 1.1 | -2 | -1.8 | 5 | 2
COc1ccc2nc(NC(=O)c3ccc([N+](=O)[O-])o3)sc2c1 | -22 | 1.4 | 1.1 | 12 | -2.3 | -9 | 2.5 | -2 | 0

The listing picks up, starting two compounds before the break.
SMILES | BoNT F protease | Mtb UGM inh | BioA inh | GDH-TPI counter | FadD28 FP inh | Mtb FBA inh | BoNT A protease | CCHFV vOTU inh | PrPC TRFRET
O=C1CC[C@@H]2CC(N3CCN(c4ccccc4)CC3)C[C@@H]3CCN1[C@H]23 (some centres not stated) | -7 | . | -1.1 | 3 | -0.6 | 0 | -0.5 | -5 | -2
CS(=O)(=O)N(CC(=O)NC1CCCC1)Cc1ccc(F)cc1 | -3 | 3.0 | 0.9 | -3 | -1.1 | 2 | -0.6 | 8 | 8
CCOc1ccccc1CNC(=O)CCCn1ccc2cc(S(=O)(=O)N3CCCC3)ccc21 | 7 | -2.0 | -1.2 | 2 | -0.5 | -1 | 1.4 | 5 | -1
COCC1=C(C(=O)OC(C)OC(=O)OC(C)C)N2C(=O)[C@@H](NC(=O)/C(=N\OC)c3csc(N)n3)[C@H]2SC1 (some centres not stated) | 0 | 1.6 | -2.0 | 10 | -1.5 | 4 | -0.8 | 3 | 9
Cc1ccc2c(c1)c(C)c(C)n2CC(O)Cn1nc(C)c(Br)c1C (configuration not stated) | -6 | 0.4 | -0.3 | 7 | 0.6 | -5 | -0.3 | 11 | -9
CC(NS(=O)(=O)c1ccc2c(c1)C(C)(C)C(=O)N2C)c1ccccc1 (configuration not stated) | -4 | 1.4 | 0.3 | -11 | -2.5 | 2 | -0.3 | 13 | 5
C[C@H]1CN([C@@H](C)CO)C(=O)Cc2cc(NC(=O)CCC(F)(F)F)ccc2O[C@H]1CN(C)Cc1ccc(C(F)(F)F)cc1 | 6 | -2.8 | 6.9&1.9 | 2 | -2.5 | 1 | -0.5 | 13 | 7
CCn1c(SCC(=O)c2ccc(Br)cc2)nnc1C(C)NC(=O)Cc1ccc(OC)cc1 (configuration not stated) | -5 | . | 2.8 | 4 | -0.5 | 1 | -4.5 | 2 | 3
CCC(C)NC(=O)Nc1ccc(Br)cc1Cl (configuration not stated) | -8 | -4.6 | . | 8 | -0.1 | -2 | 0.0 | -10 | 2
Cc1ccc(N(CC(=O)NCc2ccco2)C(=O)CNS(=O)(=O)c2ccc(F)cc2)c(C)c1 | 2 | 3.6 | -0.3 | 5 | -2.1 | -1 | 0.7 | 9 | 9
COc1ccc(OC)c(C2=NOC(C(=O)NCc3cccs3)C2)c1 (configuration not stated) | -2 | -3.3 | . | 12 | -0.8 | -3 | -0.1 | -4 | 4
COc1ccc(C)cc1NC(=O)Nn1cnnc1 | 5 | -0.2 | 0.1 | -6 | 1.2 | 7 | -0.4 | 1 | 0
NC(Cc1cnc[nH]1)c1csc(Nc2ccc(C(F)(F)F)cn2)n1 (configuration not stated) | -14 | . | 0.2 | 2 | -5.5 | 1 | -1.6 | -2 | -12
Cc1coc2cc3oc(=O)c(CCC(=O)N4C[C@H]5C[C@@H](C4)c4cccc(=O)n4C5)c(C)c3cc12 | -2 | 1.0 | -2.6 | 12 | 0.2 | 17 | -0.3 | -21 | 8
COc1ccc(NS(=O)(=O)c2ccc(SC)cc2)c(OC)c1 | 2 | -2.2 | 0.3 | -4 | -0.5 | 0 | 6.0 | 5 | 9
COC(=O)c1sc2nc(C)nc(SCC(=O)C(C)(C)C)c2c1C | 1 | 0.3 | . | -3 | -2.5 | 3 | 0.5 | -9 | 12
O=C(NC(=S)Nc1cccc2cc(O)ccc12)c1ccccc1Br | -3 | 4.9 | -0.6 | 2 | -2.5 | 1 | -3.4 | 8 | 2
CCOC(=O)CN1C(=O)S/C(=C\c2ccc(-c3ccc(C(=O)O)c(Cl)c3)o2)C1=O | ? | 2.1 | 0.9 | 9 | -0.5 | -1 | 1.4 | -7 | 2
CCOC(=O)C(=O)c1c(-c2ccc(C)cc2)nc2ccccn12 | 1 | 0.0 | . | 11 | -2.9 | 0 | -0.3 | -4 | -8
Cc1oc(-c2nc3ccccc3n2C)cc1C(=O)c1ccccc1 | 7 | 0.7 | -5.9 | 16 | -1.2 | -1 | 1.3 | 21 | 7
CCOCc1nnc(NC(=O)CS(=O)(=O)c2ccc(C)cc2)s1 | -24 | -1.5 | -2.6 | 2 | -1.8 | 2 | -5.2 | 4 | -4
O=CNc1cc(-c2cccc(F)c2)cn2c(-c3ccc(F)c(Cl)c3)cnc12 | -2 | . | 0.4 | 15 | -3.1 | 3 | 0.0 | 0 | 4
Cc1onc(-c2ccccc2)c1C(=O)OCC(=O)NC(=O)c1ccccc1 | -6 | -1.4 | . | -3 | -2.7 | 1 | 0.0 | 0 | -2
C=CCC1c2cccc(C(=O)O)c2C(=O)N1c1ccc(Cl)cc1 (configuration not stated) | -5 | 0.5 | -0.8 | 17 | -0.7 | 1 | 0.7 | -4 | 3
O=C(Nc1ccc2c(c1)OCCO2)c1cnc2n(c1=O)CCS2 | -1 | 0.6 | -1.6 | 31* | -0.4 | -1 | -0.3 | 3 | -2
CC(=O)Nc1cncc(-c2cccc(C(=O)NCCN(C)C)c2)n1 | 0 | . | -0.2 | 12 | -3.1 | 8 | -0.3 | 6 | 10
COc1cc2c(cc1OC)C(C)N(C(=O)/C=C/c1cc(OC)c(OC)c(OC)c1)CC2 (configuration not stated) | 6 | 1.8 | 0.3 | 6 | . | 8 | 1.0 | -5 | 0
CSc1nsc(SCC(=O)Nc2ccccc2C(N)=O)n1 | -15 | -1.0 | -1.2 | 0 | -0.4 | -1 | 1.7 | -6 | -3
O=C(NCCCNC(=O)c1ccccc1)c1ccccc1 | 32 | -2.6 | 5.2 | -2 | -1.4 | 0 | -0.4 | 5 | 6
Cc1ccc(C)c(NC(=O)C2(C)CC3c4ccccc4C2c2ccccc23)c1 (configuration not stated) | 4 | -0.8 | -2.2 | 2 | -1.3 | 2 | -0.2 | -1 | -5
